Exocytosis inh: blocks lytic granule exocytosis; inhibition, % at 10 µM; AID 651702; TALL-104 LAMP-1 surface exposure, flow cytometry; cells stimulated with thapsigargin and PMA; actives 0.66% (n = 360,000);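 active = inhibition above about 55%, limit read from the data; inconclusive = no clear call, values can overlap the other calls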
Cardio protect: myocardial damage modulation in H9c2 cells. protection from H2O2 cell death, % at 20 µM. AID 588492. actives 0.63% (n = 360,000). H9c2 cardiomyocytes, H2O2 injury protection, ATPLite, 2 h;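 active = compounds giving at least 50% protection of heart cells from peroxide-induced death in the single-dose screen, raw or plate-pattern-corrected value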;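 also: 0% = DMSO wells with peroxide and 100% = DMSO wells without peroxide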
m5-HT2A agonist: agonists of mouse serotonin 5-HT2A receptor (HTR2A) | activation, % at 7.6 µM | P35363 | AID 624169 | CHO-K1 mHTR2A beta-arrestin complementation, luminescence; percent of 30 µM serotonin response | actives 0.66% (n = 360,000);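 active = activation above a run cutoff, the mean activation of all tested compounds plus 3 SD, cut at about 14% in these data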;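 also: 0% = plate median of compound wells and 100% = 30 µM serotonin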
PDI turbidity: blocks human protein disulfide isomerase activity; actives 0.052% (n = 350,000); PDI insulin aggregation turbidity, A650, 90 min; AID 588391; inhibition, % at 10 µM;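 active = mean inhibition across replicates of 30% or more, whatever share of single replicates reach that level; inconclusive = mean inhibition below 30% while every single replicate reaches 30%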;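 also: absorbance from insulin aggregation driven by PDI reduction with DTT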
Target sequence (P07237 whole entry, looked up): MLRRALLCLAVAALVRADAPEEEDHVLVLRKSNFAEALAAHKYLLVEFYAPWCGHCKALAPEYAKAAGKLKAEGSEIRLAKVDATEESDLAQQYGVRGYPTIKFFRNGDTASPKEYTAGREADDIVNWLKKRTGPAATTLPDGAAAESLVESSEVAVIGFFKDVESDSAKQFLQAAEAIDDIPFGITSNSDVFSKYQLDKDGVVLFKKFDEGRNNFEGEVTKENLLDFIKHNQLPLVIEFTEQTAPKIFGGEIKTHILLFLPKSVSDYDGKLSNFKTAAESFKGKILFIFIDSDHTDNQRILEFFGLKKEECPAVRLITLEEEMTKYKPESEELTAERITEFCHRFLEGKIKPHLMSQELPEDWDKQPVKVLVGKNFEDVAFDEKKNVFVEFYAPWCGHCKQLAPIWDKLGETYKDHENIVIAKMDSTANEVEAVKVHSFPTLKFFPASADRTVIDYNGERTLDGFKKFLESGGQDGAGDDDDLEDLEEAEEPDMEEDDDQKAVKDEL
N-glyco inh: N-linked glycosylation inhibition; D54 ERlucT glycosylation luciferase reporter, 24 h; percent of 100 nM tunicamycin response; reporter increase, % at 12.5 µM; actives 0.23% (n = 360,000);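 active = mean luciferase reporter signal, scaled so untreated is 0 and the glycosylation-blocking control 100, at or above a set limit in every replicate; inconclusive = mean reaches the limit but not every replicate does; inactive = mean below the limit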;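 also: luciferase carries N-glycosylation sites so blocking glycosylation raises the light; 0% = median of neutral control wells and 100% = median of 100 nM tunicamycin wells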
ABCB6 inh 2: blocks the human ABCB6 transporter | Q9NP58 | fluorescence ratio to DMSO, % at 10 µM | actives 0.19% (n = 360,000) | AID 602162 | K562-ABCB6 porphyrin accumulation, flow cytometry, 1 h; stronger effect = lower value;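 active = fluorescence ratio to DMSO below 75%, the collection mean minus 3 SD; inconclusive = too few cells collected in the well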;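 also: signal is porphyrin accumulated inside mitochondria; 100% equals median channel fluorescence of DMSO control wells; lower ratio means ABCB6 inhibition with less porphyrin fluorescence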
CaV13 ICDI inh: Primary screen for inhibitors of IQ motif and Ca2+-dependent inactivation inhibitor domain binding in CACNA1D, Förster resonance energy transfer in living cells, … | HEK cells, CFP/YFP FRET ICDI-IQ, plate reader, 10 min; percent FRET-ratio fall versus neutral wells | inhibition, % at 12.3 µM | actives 0.098% (n = 340,000) | AID 743397;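 active = mean replicate inhibition of at least 30% and at least 1% of replicates passing that level; inconclusive = only one of the two criteria is met; inactive = neither criterion is met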;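 also: 0% = median of the neutral control wells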
MC4R antagonist: human MC4R antagonism in cAMP assay; AID 540295; inhibition, % at 6.5 µM; MC4R-expressing cells, MTII-stimulated cAMP, LANCE TR-FRET; actives 0.48% (n = 360,000); P32245;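 active = inhibition above its plate's cutoff, the mean of tested wells on that plate plus 3 SD, cut at about 29% in these data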;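 also: 0% = Melanotan II alone and 100% = Melanotan II plus saturating MCL0020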
Target sequence (P32245 whole entry, looked up): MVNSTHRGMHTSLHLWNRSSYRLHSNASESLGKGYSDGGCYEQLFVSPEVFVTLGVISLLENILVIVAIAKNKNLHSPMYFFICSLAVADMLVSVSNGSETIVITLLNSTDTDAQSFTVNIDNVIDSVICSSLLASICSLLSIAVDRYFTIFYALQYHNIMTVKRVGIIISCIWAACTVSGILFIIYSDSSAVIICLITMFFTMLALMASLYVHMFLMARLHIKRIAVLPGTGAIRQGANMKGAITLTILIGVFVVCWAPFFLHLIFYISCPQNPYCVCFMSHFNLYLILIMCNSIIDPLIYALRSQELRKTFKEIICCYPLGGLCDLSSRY
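System: U2OS-MC4R stable cell line; Technique: Eu-cAMP/anti-cAMP TR-FRET, emission 671 nm; Repeats: single well per compound; Also added: Melanotan II; Dosing: one concentration, 6.5 µM nominal; Schedule: 30-min compound, 1-h challenge, 1-h detection, room temperature.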
MC4R ag barr: agonists of human melanocortin 4 receptor (MC4R) beta-arrestin; P32245; U2OS MC4R beta-arrestin complementation, luminescence; percent of melanotan II response, DMSO zero; activation, % at 8.9 µM; actives 0.98% (n = 360,000); AID 540308;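 active = activation above a per-plate cutoff, the mean activation of sample wells on that plate plus 3 SD, cut at about 8% in these data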
ABHD5-PLIN5 inh: ABHD5-PLIN5 protein interaction inhibition | Q00G26+Q8WTS1 | Split G. princeps luciferase complementation, luminescence, 4 h | inhibition, % at 4 µM | actives 0.78% (n = 360,000);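 active = inhibition above the mean inhibition across every tested compound plus 3 SD, cut at about 22% in these data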;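 also: 0% = DMSO only wells and the 100% control is not disclosed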
Active calls of the source: *.

`COc1ccc(N(C)C(=O)C2CCN(S(=O)(=O)c3cccc4nonc34)CC2)c(OC)c1` gave Exocytosis inh 20, Cardio protect 0, m5-HT2A agonist 6, PDI turbidity 7, N-glyco inh -1, ABCB6 inh 2 101, CaV13 ICDI inh -4, MC4R antagonist 2, MC4R ag barr -0.8 and ABHD5-PLIN5 inh -3.
O=C(CSc1nnc(-c2ccccc2F)o1)NC1CCCCC1 was read as Exocytosis inh -4, Cardio protect -1, m5-HT2A agonist 1, PDI turbidity -8, N-glyco inh 7, ABCB6 inh 2 101, CaV13 ICDI inh -7, MC4R antagonist 4, MC4R ag barr 2.0 and ABHD5-PLIN5 inh -10.
CC12CCC(=O)N1C(C(=O)Nc1nc3ccc(S(C)(=O)=O)cc3s1)CS2 (configuration not stated) was read as Exocytosis inh -1, Cardio protect 3, m5-HT2A agonist -3, PDI turbidity 1, N-glyco inh 1, ABCB6 inh 2 100, MC4R antagonist -2, MC4R ag barr -1.8 and ABHD5-PLIN5 inh 6.
For O=C(CN1C(=O)C2CCCN2c2ncc(Cl)cc21)NCc1ccc2c(c1)OCO2 (configuration not stated) the results were Exocytosis inh 0, Cardio protect 3, m5-HT2A agonist 9, PDI turbidity -4, N-glyco inh 0, ABCB6 inh 2 104, MC4R antagonist -5, MC4R ag barr -0.6 and ABHD5-PLIN5 inh 6.
For O=C(/C=C/[C@H]1O[C@@H](n2ccc(=O)[nH]c2=O)[C@H](O)[C@@H]1O)NCc1ccc2c(c1)OCO2 the results were Exocytosis inh 4, Cardio protect 24, m5-HT2A agonist -1, N-glyco inh 3, ABCB6 inh 2 96, CaV13 ICDI inh -5 and ABHD5-PLIN5 inh -8.
`O=C(CC1C(=O)NCCN1Cc1ccccc1F)NC1CCCCCC1` (configuration not stated) gave Exocytosis inh -1, Cardio protect -1, m5-HT2A agonist 2, PDI turbidity 12, N-glyco inh 0, ABCB6 inh 2 103, CaV13 ICDI inh -9, MC4R antagonist 3, MC4R ag barr -1.8 and ABHD5-PLIN5 inh 9.
Screening CCN(CC)C(=O)[C@H]1CC(CC(=O)NCc2cccc(C(F)(F)F)c2)C(=O)N2CCc3c([nH]c4ccc(OC)cc34)[C@]12C (some centres not stated) returned Exocytosis inh 8, Cardio protect -7, m5-HT2A agonist 1, PDI turbidity -2, N-glyco inh 1, ABCB6 inh 2 92, CaV13 ICDI inh -7, MC4R antagonist 8, MC4R ag barr 1.5 and ABHD5-PLIN5 inh -10.
For C/C(=N/NC(=O)CSc1nc2ccccc2n1C)c1ccncc1 the results were Exocytosis inh -8, Cardio protect 0, m5-HT2A agonist -4, PDI turbidity 8, N-glyco inh 0, ABCB6 inh 2 95, CaV13 ICDI inh 3, MC4R antagonist 10, MC4R ag barr -2.5 and ABHD5-PLIN5 inh -5.
For COCCCN(C(=O)CC1OC(=O)c2ccccc21)c1c(N)n(Cc2ccccc2)c(=O)[nH]c1=O (configuration not stated) the results were Exocytosis inh -2, Cardio protect -1, m5-HT2A agonist -4, PDI turbidity -5, N-glyco inh 2, ABCB6 inh 2 103, CaV13 ICDI inh -3, MC4R antagonist 3, MC4R ag barr -2.7 and ABHD5-PLIN5 inh -2.
For C/C(=N\NC1=N[C@H]2CS(=O)(=O)C[C@H]2S1)c1ccccc1 the results were Exocytosis inh 5, Cardio protect 2, m5-HT2A agonist -3, PDI turbidity -3, N-glyco inh 1, ABCB6 inh 2 100, CaV13 ICDI inh 0, MC4R antagonist 1, MC4R ag barr 1.4 and ABHD5-PLIN5 inh -2.
For COc1ccc(C(=O)OC(C(=O)c2ccc(C)cc2)c2ccccc2)cc1 (configuration not stated) the results were Exocytosis inh -5, Cardio protect -1, m5-HT2A agonist -6, PDI turbidity -1, N-glyco inh -2, ABCB6 inh 2 97, CaV13 ICDI inh -5, MC4R antagonist 3, MC4R ag barr -1.8 and ABHD5-PLIN5 inh -11.
For C=CCn1c(O)c(C=Nc2ccc(CN3CCCCC3)cc2)c(=O)[nH]c1=S the results were Exocytosis inh 8, Cardio protect 0, m5-HT2A agonist 2, PDI turbidity 11, N-glyco inh 2, ABCB6 inh 2 96, CaV13 ICDI inh -2, MC4R antagonist 5, MC4R ag barr -1.6 and ABHD5-PLIN5 inh 6.
Screening CC(=O)/C(=N\Nc1ccc(Cl)cc1Cl)Sc1cccc2cccnc12 returned Exocytosis inh 3, Cardio protect 2, m5-HT2A agonist -8, PDI turbidity -13, N-glyco inh -16, ABCB6 inh 2 100, CaV13 ICDI inh -5, MC4R antagonist -6, MC4R ag barr -2.4 and ABHD5-PLIN5 inh -9.
`C=CCN1C(=O)/C(=C2\SC(N3CCOCC3)=NC2=O)c2cc(Br)ccc21` gave Exocytosis inh -4, Cardio protect 76*, m5-HT2A agonist 3, PDI turbidity -6, N-glyco inh 3, ABCB6 inh 2 105, CaV13 ICDI inh -5, MC4R antagonist 4, MC4R ag barr -1.2 and ABHD5-PLIN5 inh 0.
COc1ccc(OC)c(S(=O)(=O)Nc2cc3c(cc2N2CCCC2)n(C)c(=O)c(=O)n3C)c1 was read as Exocytosis inh -7, Cardio protect 5, m5-HT2A agonist 1, PDI turbidity -6, N-glyco inh 8, ABCB6 inh 2 100, CaV13 ICDI inh -7, MC4R antagonist 9, MC4R ag barr -1.4 and ABHD5-PLIN5 inh -1.
`CC(=O)NCCN1C(=O)C2C3c4ccccc4C(c4ccccc43)C2C1=O` (configuration not stated) gave Exocytosis inh -1, Cardio protect 4, m5-HT2A agonist 3, PDI turbidity 2, N-glyco inh -1, ABCB6 inh 2 95, CaV13 ICDI inh -8, MC4R antagonist 19, MC4R ag barr 3.0 and ABHD5-PLIN5 inh -4.
`C[C@@]12C(=O)Nc3ccc(F)cc3C(=O)N1[C@H]1c3cc(Br)ccc3OC[C@@H]1[C@@H]2c1ccccc1` gave Exocytosis inh 5, Cardio protect -7, m5-HT2A agonist -4, PDI turbidity 0, N-glyco inh 17, ABCB6 inh 2 98, CaV13 ICDI inh -4, MC4R antagonist 22, MC4R ag barr 2.1 and ABHD5-PLIN5 inh -1.
Screening O=S(=O)(Nc1ccc2c(c1)nc1n2CCN(Cc2ccccc2)C1)c1ccc(Cl)cc1 returned Exocytosis inh 41, Cardio protect -9, m5-HT2A agonist 0, PDI turbidity -5, N-glyco inh -4, ABCB6 inh 2 97, CaV13 ICDI inh -5, MC4R antagonist 6, MC4R ag barr 0.3 and ABHD5-PLIN5 inh 9.
CCC(C(=O)Nc1cccnc1Cl)c1ccccc1 (configuration not stated) was read as Exocytosis inh -9, Cardio protect 5, m5-HT2A agonist -3, PDI turbidity 6, N-glyco inh 1, ABCB6 inh 2 101, CaV13 ICDI inh -4, MC4R antagonist 18, MC4R ag barr 0.5 and ABHD5-PLIN5 inh -3.
Screening CCCCc1ccc(N/C(N)=N/c2nc(C)cc(C)n2)cc1 returned Exocytosis inh 0, Cardio protect -14, m5-HT2A agonist -4, PDI turbidity -6, N-glyco inh inconclusive, ABCB6 inh 2 92, CaV13 ICDI inh -5, MC4R antagonist 7, MC4R ag barr 4.2 and ABHD5-PLIN5 inh 6.
`COc1ccc(CCNC(=O)COC(=O)/C=C/c2cccc(F)c2)cc1` gave Exocytosis inh 1, Cardio protect -2, m5-HT2A agonist 1, PDI turbidity 3, N-glyco inh 2, ABCB6 inh 2 98, CaV13 ICDI inh -2, MC4R antagonist 8, MC4R ag barr 1.1 and ABHD5-PLIN5 inh 7.
O=C(Nc1ccc(C(F)(F)F)cc1)c1cnc(N2CCN(c3ccccn3)CC2)c2ccccc12 was read as Exocytosis inh 1, Cardio protect 0, m5-HT2A agonist -2, PDI turbidity 1, N-glyco inh -6, ABCB6 inh 2 97, CaV13 ICDI inh -3, MC4R antagonist -3, MC4R ag barr -2.4 and ABHD5-PLIN5 inh 3.
For Cc1ccccc1CSc1nc2ccccc2c(=O)n1C the results were Exocytosis inh -11, Cardio protect -18, m5-HT2A agonist 2, PDI turbidity -12, N-glyco inh -6, ABCB6 inh 2 89, CaV13 ICDI inh -6, MC4R antagonist -4, MC4R ag barr -1.6 and ABHD5-PLIN5 inh -10.
For C=CCC1(CC=C)CCCN1C(=O)c1cc(COc2cccc(OC)c2)on1 the results were Exocytosis inh -3, Cardio protect -21, m5-HT2A agonist -5, PDI turbidity 5, N-glyco inh -5, ABCB6 inh 2 99, CaV13 ICDI inh -5, MC4R antagonist 3, MC4R ag barr -2.2 and ABHD5-PLIN5 inh -10.
Screening COc1ccc(NC(=O)CCS(=O)(=O)c2ccc3nc(C)sc3c2)cc1OC returned Exocytosis inh -1, Cardio protect 3, m5-HT2A agonist -4, N-glyco inh 0, ABCB6 inh 2 99, CaV13 ICDI inh -7, MC4R antagonist 9, MC4R ag barr -1.6 and ABHD5-PLIN5 inh 3.
Screening CCOc1ccc(CN(C)C(=O)c2ccc(=O)[nH]c2)cc1 returned Exocytosis inh -5, Cardio protect 1, m5-HT2A agonist 2, PDI turbidity 1, N-glyco inh 2, ABCB6 inh 2 94, CaV13 ICDI inh -7, MC4R antagonist 1, MC4R ag barr -1.9 and ABHD5-PLIN5 inh -1.
`O=S(=O)(c1ccc2c(c1)OCCO2)N1CCc2ccccc21` gave Exocytosis inh 1, Cardio protect -6, m5-HT2A agonist -2, PDI turbidity 1, N-glyco inh -2, ABCB6 inh 2 100, CaV13 ICDI inh -30, MC4R antagonist 12, MC4R ag barr 0.6 and ABHD5-PLIN5 inh -2.
For COc1cccc(C2NC(CC(C)C)(C(=O)O)C3C(=O)N(Cc4ccccc4)C(=O)C23)c1O (configuration not stated) the results were Exocytosis inh 0, Cardio protect -1, m5-HT2A agonist 3, PDI turbidity 1, N-glyco inh 4, ABCB6 inh 2 95, CaV13 ICDI inh -6, MC4R antagonist 7, MC4R ag barr 1.7 and ABHD5-PLIN5 inh -2.
For Cc1ccc(CN(c2ccc(C(=O)NCc3cccnc3)cc2)S(C)(=O)=O)cc1 the results were Exocytosis inh -2, Cardio protect 0, m5-HT2A agonist -4, PDI turbidity -9, N-glyco inh -1, ABCB6 inh 2 98, CaV13 ICDI inh -6, MC4R antagonist 1, MC4R ag barr -2.2 and ABHD5-PLIN5 inh 2.
CCCCCc1c(-c2cccc(Cl)c2)ncn1CCc1ccccc1OC was read as Exocytosis inh -5, m5-HT2A agonist -3, ABCB6 inh 2 121, CaV13 ICDI inh -8 and ABHD5-PLIN5 inh -11.
Screening CCCC(=O)Nc1ccc(C(=O)O)cc1NC(=O)CCC returned Exocytosis inh 1, Cardio protect -5, m5-HT2A agonist 5, PDI turbidity -3, N-glyco inh 4, ABCB6 inh 2 140, CaV13 ICDI inh -4, MC4R antagonist -3, MC4R ag barr -1.8 and ABHD5-PLIN5 inh -11.
Screening O=C(NNS(=O)(=O)c1ccccc1)c1cccc(F)c1 returned Exocytosis inh -1, Cardio protect 4, m5-HT2A agonist 3, PDI turbidity -3, N-glyco inh 0, ABCB6 inh 2 98, CaV13 ICDI inh -19, MC4R antagonist -1, MC4R ag barr -1.5 and ABHD5-PLIN5 inh 6.
